# Screening data as filed in PubChem BioAssay.
# M. tuberculosis HTS – M. tuberculosis growth inhibition, HTS (AID 449762). M. tuberculosis H37Rv growth inhibition, 7H9 media; higher % means a stronger effect. inhibition, % at 25 µM, or IC50 in µM where a hit was titrated. 330,000 tested, 0.59% active; in the data active means a potency from the dose series; inconclusive means inhibition above about 70% without an active follow-up result;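 further: bacterial growth assessed after seven days of incubation; strong numbers were not always called active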
# Salmonella PhoP GFP – PhoP regulon inhibitors, Salmonella typhi PhoP promoter GFP reporter, confirmatory (AID 1850); Salmonella Typhi PhoP-promoter GFP reporter, fluorescence, 4 h; higher % means a stronger effect; inhibition, % at 50 µM; hits with a dose series show IC50 in µM; 310,000 tested, 0.33% active; in the data active means a potency from the dose series; inconclusive means inhibition mostly from about 25% at the one dose, without a potency; inactive means the rest, 99 in 100 with inhibition below about 19%;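 further: 0% = induced wells with vehicle and 100% = uninduced wells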
# influenza NS1A – H1N1 influenza NS1A inhibitors, functional cell based assay (AID 504329); 340,000 tested, 0.3% active; one-dose inhibition, % at 12.5 µM; IC50 in µM for titrated hits; NS1A functional cell-based assay, percent inhibition; higher % means a stronger effect; in the data active means a potency from the dose series; inconclusive means inhibition above about 27% without an active follow-up result; further: strong numbers were not always called active
# inhibitors of VEEV – inhibitors of VEEV TC-83 cytopathic effect, confirmation, Vero cells (AID 588727). Vero cells, VEEV TC-83 cytopathic effect inhibition; higher % means a stronger effect. inhibition, % at 20 µM; hits with a dose series show IC50 in µM. 350,000 tested, 0.13% active; in the data active means a potency from the dose series; inconclusive means inhibition mostly from about 14% at the one dose, without a potency; inactive means the rest, 99 in 100 with inhibition below about 12%; further: strong numbers were not always called active
# M. tuberculosis – growth inhibition of non-replicating M. tuberculosis (AID 488890). Mycobacterium tuberculosis non-replicating, growth inhibition; higher % means a stronger effect. one-dose inhibition, % at 25 µM; IC50 in µM for titrated hits. 320,000 tested, 0.39% active; in the data active means a potency from the dose series; inconclusive means inhibition mostly from about 82% at the one dose, without a potency; inactive means the rest, 99 in 100 with inhibition below about 76%;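 further: plate controls were DMSO cells for no effect and high antibiotic wells for full effect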
# * marks the source's active call; other numbers are inactive results; i = inactive; ? = inconclusive; . = no result given.
SMILES,M. tuberculosis HTS,Salmonella PhoP GFP,influenza NS1A,inhibitors of VEEV,M. tuberculosis
COCC(C)n1c(=O)sc2ccccc2c1=O (stereo not given),-1%,1%,-15%,0.1%,2%
COC(=O)c1cccc(NC(=O)COC(=O)CSc2nc(C)cc(C)n2)c1,2%,-2%,-3%,0.6%,3%
CCN(C(=O)COc1cc(=O)n(CC)c2ccccc12)c1cccc(Cl)c1,10%,12%,-3%,11%,51%
O=C(NCc1ccccc1)C1=C[C@@H](c2ccccc2)C[C@@H](OCCCCO)O1,-1%,-23%,-5%,1.5%,26%
COc1ccc(CCN(C)C(=O)C2CCN(Cc3ccccc3)CC2)cc1OC,-4%,6%,-22%,0.8%,-10%
CS(=O)(=O)N1CCC(C(=O)Nc2ccc(F)cc2F)CC1,-12%,-8%,-6%,0.7%,-16%
O=C(NCCCl)Nc1cccnc1Cl,-8%,-7%,-6%,1.4%,-15%
O=C(c1cc2ccccc2oc1=O)N1CCOCC1,-10%,1%,13%,1.1%,-2%
O=C(Nc1ccc2ccccc2c1[N+](=O)[O-])c1ccccc1,.,.,-6%,2.1%,.
CCC1CCCCN1C(=O)Cn1c(=O)oc2ccccc21 (stereo not given),-14%,9%,-3%,i,-29%
Cc1cc(N/N=C/c2ccccc2Br)nc2ccccc12,5%,-4%,1%,8.3%,72%
CC(=O)Nc1ccc(Oc2ncccn2)c(Cl)c1,0%,4%,2%,0.9%,7%
CC(=O)OC1COC(OC(C)=O)CO1 (stereo not given),.,.,11%,i,.
COc1cc(/C=C(\NC(C)=O)C(=O)NC(C)(C)CC(C)(C)C)ccc1OC(C)=O,5%,4%,-3%,0.0%,2%
CCOC(=O)C1=C(c2ccccc2)NC(=O)NC1c1ccc(O)c(OCC)c1 (stereo not given),9%,1%,9%,i,8%
CN(Cc1cccc(F)c1)C(=O)CSc1nnnn1C1CC1,.,.,4%,i,.
O=C1CCCN2N=C(SCC(=O)Nc3ccc(F)cc3F)SC2=N1,27%,14%,9%,0.3%,3%
COc1cccc(CNC(=O)c2ccc(NS(=O)(=O)c3ccc4[nH]c(=O)[nH]c4c3)cc2)c1,-19%,.,-6%,1.9%,-15%
CC1CC(C)CN(C(=O)c2cccc(S(=O)(=O)NCc3ccccc3)c2)C1 (stereo not given),1%,.,-7%,1.5%,13%
CCn1c(CNc2ccc(F)cc2)nnc1SCC(=O)OC1CCCCC1,66%,10%,-5%,0.3%,?
COc1ccccc1/C=N\Nc1cn[nH]c(=O)c1Cl,1%,0%,-5%,1.2%,-9%
O=C(NC1CCCCC1)c1cc(C2CC2)nn1-c1ccccc1,10%,.,-11%,8.0%,1%
Cc1cccc2c(N)c3c(nc12)N(C)CC3,-8%,-10%,-2%,0.2%,0%
CC(C)c1ccc(C(=O)N(c2ccccn2)C(C)c2ccco2)cc1 (stereo not given),5%,-8%,4%,i,11%
CCN(CC)CCCNC1CCS(=O)(=O)C1 (stereo not given),-6%,6%,19%,2.8%,-13%
Clc1ccc(OCc2nn[nH]n2)cc1,0%,-3%,-1%,1.7%,63%
C/C(=N\N=C1\NC(=O)CC(C(=O)O)S1)c1cccs1 (stereo not given),-6%,1%,23%,5.1%,-7%
Cc1ccc(CNC(=O)Cn2cc(C(F)(F)F)ccc2=O)cc1,-3%,-12%,26%,1.2%,7%
O=C(CCN1C(=O)C2CCCCC2C1=O)Nc1cc(F)ccc1F (stereo not given),-13%,-6%,9%,2.0%,-8%
N#C/C(=C\c1ccc(OCC(N)=O)cc1)C(=O)NC1CC1,-10%,-6%,-5%,3.9%,-6%
Cc1nnc(C)c2c(C)n(-c3ccccc3N)c(C)c12,1%,-18%,3%,1.6%,-3%
COc1ccc(CNC(=O)CN(Cc2ccc(OC)cc2)C(=O)CCC(=O)Nc2nccs2)cc1,3%,13%,-6%,2.7%,-3%
Cc1cccc(C(=O)N2[C@@H](C(C)C)COc3cc(Br)ccc3S2(=O)=O)c1,.,.,18%,i,.
NS(=O)(=O)c1ccc(Nc2nc(-c3ccc(O)cc3O)cs2)cc1,-8%,-1%,2%,7.8%,-1%
CCOC(=O)C1=C(N)N2C(=O)C(C)SC2=C(C(=O)OCC)C1c1ccc(O)cc1 (stereo not given),4%,7%,12%,i,8%
O=C(Nc1ccc(-c2cscn2)cc1)C1CCCN(Cc2ccc(CO)o2)C1 (stereo not given),-1%,-3%,6%,2.7%,4%
CCc1c(C(=O)Nc2cc(C)ccc2OC)[nH]c(C)c1C(C)=O,-2%,9%,24%,4.3%,10%
O=C(NCCN1C(=O)S/C(=C\c2ccc(Cl)cc2)C1=O)C1=COCCO1,8%,.,-12%,1.0%,-1%
O=C(O)c1cccc(NC(=S)N/N=C/c2cccc(O)c2)c1,4%,-6%,2%,0.8%,-18%
COc1ccc(CCC(=O)Nc2cc3c4c(c2)CCC(=O)N4CCC3)cc1,10%,8%,-1%,3.0%,-10%
CCOC(=O)N1CCN(C(=O)Nc2ccccc2Cl)CC1,-1%,-3%,6%,i,-11%
CCc1nnc(N/N=C/c2cc(C)c(C)cc2C)n1N,7.2µM*,7%,-4%,1.2%,?
Cc1ccc(-n2c(SCC(=O)NCCN3C(=O)CSC3=O)nnc2-c2ccccc2)cc1C,-17%,-3%,2%,1.0%,3%
Cc1ccc(/C=C/C(=O)N2CCC(Cc3ccccc3)CC2)cc1,-1%,-7%,4%,i,54%
Cc1cc(C)c(C(=O)NC2CCCc3c2cnn3-c2cccc(C)c2C)o1 (stereo not given),3%,-4%,4%,?,19%
CC(=O)Nc1ccc(NC(=O)CCc2ccc(C)o2)cc1,0%,-6%,-4%,0.5%,.
CC(=O)c1cccc(Nc2nc(N3CCOCC3)nc(N3CCOCC3)n2)c1,9%,0%,-6%,3.5%,-2%
CCCN(CCC)CCNC(=O)CS(=O)Cc1nc(-c2ccc(C)cc2)oc1C (stereo not given),-18%,-1%,-15%,1.2%,10%
CN(C)Cc1ccc(O)c(CCc2ccccc2)n1,-8%,15%,1%,0.7%,-7%
CCOC(=O)CSc1c(-c2ccc(Cl)cc2)[nH]c2ccccc12,4%,-6%,3%,1.1%,41%
O=C(/C=C/c1ccc(Cl)cc1Cl)n1cccn1,2%,5%,14%,1.1%,32%
CCOCCCn1c(SCC(=O)N(C)C2CCS(=O)(=O)C2)nc2ccccc2c1=O (stereo not given),-2%,3%,-8%,4.7%,-5%
CC12CCC(=O)N1C(C(=O)Nc1nccs1)CS2 (stereo not given),.,.,-4%,1.5%,.
Cc1ccc(SCC(=O)N2CCN(S(=O)(=O)c3cccs3)CC2)cc1,-7%,.,5%,7.0%,10%
COc1ccc(NC(=O)c2c(C)nn(Cc3ccccc3)c2Cl)cc1S(=O)(=O)N1CCOCC1,-6%,2%,1%,3.5%,16%
S=C(NC1CC1)N1CCN(C(=S)NC2CC2)CC1,-1%,-11%,-6%,1.6%,-8%
CCOCC(=O)N1CCc2ccccc21,?,5%,-4%,1.8%,18%
CCCC(=O)C1=C(O)C(C(=O)OC)C(C)(C)CC1=Nc1ccc(C)cc1 (stereo not given),4%,5%,9%,7.7%,16%
C=CCN=C(NC#N)SC,-7%,-5%,6%,1.3%,5%
Cc1ccc(OC(=O)COc2ccccc2C)cc1,-10%,3%,-10%,0.2%,60%

# Reformatted with values under each structure: part of the list above
# Values run as follows: M. tuberculosis HTS | Salmonella PhoP GFP | influenza NS1A | inhibitors of VEEV | M. tuberculosis
- CCOC(=O)CSc1c(-c2ccc(Cl)cc2)[nH]c2ccccc12
 : 4% | -6% | 3% | 1.1% | 41%
- O=C(/C=C/c1ccc(Cl)cc1Cl)n1cccn1
 : 2% | 5% | 14% | 1.1% | 32%
- CCOCCCn1c(SCC(=O)N(C)C2CCS(=O)(=O)C2)nc2ccccc2c1=O (stereo not given)
 : -2% | 3% | -8% | 4.7% | -5%
- CC12CCC(=O)N1C(C(=O)Nc1nccs1)CS2 (stereo not given)
 : . | . | -4% | 1.5% | .
- Cc1ccc(SCC(=O)N2CCN(S(=O)(=O)c3cccs3)CC2)cc1
 : -7% | . | 5% | 7.0% | 10%
- COc1ccc(NC(=O)c2c(C)nn(Cc3ccccc3)c2Cl)cc1S(=O)(=O)N1CCOCC1
 : -6% | 2% | 1% | 3.5% | 16%

# Remaining list, next part
SMILES,M. tuberculosis HTS,Salmonella PhoP GFP,influenza NS1A,inhibitors of VEEV,M. tuberculosis
CC(C)(C)NC(=O)c1ccc2c(c1)N(CC(=O)N1CCCCC1)C(=O)C(C)(C)O2,10%,-22%,-9%,0.5%,-7%
CCNNC(=O)C(O)(c1cccc(C)c1)c1cccc(C)c1,3%,4%,-4%,1.6%,-10%
CCn1ncc([N+](=O)[O-])c1C(=O)Nc1c(C)nn(Cc2ccc(F)cc2)c1C,2%,5%,-8%,i,.
CN(C(=O)C1CCC(=O)N(Cc2ccccc2F)C1)C1CCOCC1 (stereo not given),-10%,-8%,-7%,2.0%,-17%
Cc1ccccc1CNc1nc(N)n(-c2ccccc2)n1,-4%,-14%,-4%,i,.
O=C(O)/C(=C/c1ccco1)NC(=O)c1ccc(Br)o1,-1%,2%,-7%,0.8%,-8%
C[C@@]12CCC=C[C@H]1[C@H](c1ccccc1Br)N(Cc1ccccc1)C2=O,.,.,-7%,0.9%,.
COCCN1C(=O)C(=O)/C(=C(/O)c2ccc(S(=O)(=O)N3CCOCC3)cc2)C1c1ccc(OC)c(OC)c1 (stereo not given),-4%,-2%,-2%,0.9%,-7%
Cc1cc(C)n(S(=O)(=O)c2cc(C)c(C)cc2C)n1,-1%,9%,8%,1.2%,4%
CCOC(=O)CC(NS(=O)(=O)c1ccc(OC)c(C)c1)c1cccc([N+](=O)[O-])c1 (stereo not given),5%,-8%,-10%,1.5%,13%
CCN(CC)C1CCN(C(=O)c2cc(COc3ccc(F)cc3Cl)on2)C1 (stereo not given),-1%,6%,-3%,0.5%,-1%
CC(C)(C)c1ccc(C(=O)NCc2nnc(SCC(=O)NCC3CCCO3)o2)cc1 (stereo not given),-3%,-5%,8%,1.8%,59%

# Overlap with the part before: 4 entries; new compounds follow.
SMILES,M. tuberculosis HTS,Salmonella PhoP GFP,influenza NS1A,inhibitors of VEEV,M. tuberculosis
Cc1cc(C)n(S(=O)(=O)c2cc(C)c(C)cc2C)n1,-1%,9%,8%,1.2%,4%
CCOC(=O)CC(NS(=O)(=O)c1ccc(OC)c(C)c1)c1cccc([N+](=O)[O-])c1 (stereo not given),5%,-8%,-10%,1.5%,13%
CCN(CC)C1CCN(C(=O)c2cc(COc3ccc(F)cc3Cl)on2)C1 (stereo not given),-1%,6%,-3%,0.5%,-1%
CC(C)(C)c1ccc(C(=O)NCc2nnc(SCC(=O)NCC3CCCO3)o2)cc1 (stereo not given),-3%,-5%,8%,1.8%,59%
CCOc1ccc(NC(=O)CSc2nc3ccccc3c(=O)n2CCCC(=O)NCC2CCCO2)cc1 (stereo not given),0%,-3%,-9%,0.5%,16%
O=C(Cc1cccs1)N1CCN=C1SCc1ccc(F)cc1,0%,11%,-5%,7.0%,23%
CCOc1ccc(N=Nc2c(=O)[nH]n3c(=O)c4c([nH]c23)CCCC4)cc1,?,-7%,>100µM*,2.6%,31%
Nc1cc(Cl)ccc1N1CCOCC1,-6%,8%,16%,0.7%,16%
Cc1cc(NC(=O)CSc2c[nH]c3ccccc23)no1,6%,-7%,-9%,5.7%,38%
COc1ccc(-c2csc(N)n2)cc1,53%,0%,2%,1.8%,15%
Cc1ccc(-c2nc(CNC(=O)c3ccco3)cs2)cc1,15%,9%,-8%,3.8%,54%
Cc1ccc(CN2CCNC(=O)C2CC(=O)NCCCn2ncc3ccccc32)o1 (stereo not given),.,.,-1%,1.7%,.
COc1cc(CNCc2cccs2)ccc1OCC(N)=O,4%,-11%,-2%,0.9%,1%
Cc1ccc(C(=O)N/N=C/c2ccc(-c3cccc(Cl)c3)o2)cn1,35%,-7%,-19%,2.8%,.
COC(=O)CCC(=O)Nc1cccc2c(NC(=O)CCC(=O)OC)cccc12,-3%,2%,2%,3.2%,-9%
CCS(=O)(=O)NCC(c1cccnc1)N1CCN(c2ccc(OC)cc2)CC1 (stereo not given),6%,-5%,7%,1.2%,-3%
CCOC(=O)c1c(NC(=O)COc2ccc3ccc(=O)oc3c2)sc(C(=O)N(C)C)c1C,4%,-4%,-10%,1.5%,49%
Cc1nn(Cc2ccccc2Cl)c(C)c1NC(=O)CCCn1nc([N+](=O)[O-])c(Cl)c1C,-5%,-4%,-3%,1.5%,22%
CCOc1ccc(-c2nc(C#N)c(NCc3ccco3)o2)cc1,5%,0%,8%,i,15%
O=C(CCNS(=O)(=O)c1ccc(OC(F)(F)F)cc1)N1CCN(S(=O)(=O)c2cccc(F)c2)CC1,-1%,4%,-3%,3.0%,14%
